Assay outcomes from PubChem BioAssay.
M. tuberculosis GlmU: inhibition of mycobacterial GlmU enzyme – biochemical, glucosamine-1-phosphate acetyltransferase (AID 1376) | Bifunctional protein GlmU (Mycobacterium tuberculosis (strain ATCC 25618 / H37Rv)) | M. tuberculosis GlmU acetyltransferase enzyme assay; higher % means a stronger effect | inhibition, %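 (tested at 30 µM in the primary screen)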, or IC50 in µM where a hit was titrated | hit rate 0.25% among 220,000; in the data active = inhibition above about 13%;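 note: 0% = complete reaction with vehicle and 100% = reaction without substrate; strong numbers were not always called active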
Mtb RmlCD inh: M. tuberculosis RmlC/RmlD coupled enzyme inhibitors, primary screen, biochemical, compound mixtures, 384-well, from 1536-well plates; dTDP-4-dehydrorhamnose reductase (Mycobacterium tuberculosis (strain ATCC 25618 / H37Rv)) …; RmlC+RmlD coupled enzyme assay, percent inhibition; primary screen in compound mixtures; inhibition, % at 3.6 µM; hit rate 0.03% among 160,000; in the data active = inhibition mostly above about 34%, no sharp cut-off; note: some results filed as inactive read as strong as hits
Target sequence (P9WH09 whole entry, looked up): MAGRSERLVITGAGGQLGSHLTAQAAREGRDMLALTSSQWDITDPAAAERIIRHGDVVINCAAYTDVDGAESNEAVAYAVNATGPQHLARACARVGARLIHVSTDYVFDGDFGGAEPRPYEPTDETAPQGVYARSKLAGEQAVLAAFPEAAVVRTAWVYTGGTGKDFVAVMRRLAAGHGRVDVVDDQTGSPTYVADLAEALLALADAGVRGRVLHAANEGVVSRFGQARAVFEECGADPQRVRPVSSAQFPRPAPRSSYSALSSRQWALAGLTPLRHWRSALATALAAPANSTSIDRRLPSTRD
Target sequence (P9WH11 whole entry, looked up): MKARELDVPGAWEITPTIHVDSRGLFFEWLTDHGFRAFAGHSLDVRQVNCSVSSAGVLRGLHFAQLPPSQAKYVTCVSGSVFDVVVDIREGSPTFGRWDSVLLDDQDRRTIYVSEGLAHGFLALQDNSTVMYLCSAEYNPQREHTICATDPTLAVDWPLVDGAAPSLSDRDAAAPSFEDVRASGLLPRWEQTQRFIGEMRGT
An asterisk follows results filed as active; . = not tested or not shown. Only part of the results is shown. The share of hits here may be higher or lower than overall.

compound,M. tuberculosis GlmU,Mtb RmlCD inh
Cc1cc(N2CCN(C)CC2)n2cc(-c3ccc(F)cc3)nc2n1,-0.3%,8.0
COc1ccc(NC(=O)CSc2ccc(-c3cccs3)nn2)c(OC)c1,-0.6%,6.6
Cc1cccc(NC(=O)Cn2cc(C(=O)c3ccco3)c3ccccc32)c1,-1.1%,32.2
C/C(=N/NC(=O)c1ccncc1)C1=C(O)CC(C)(C)CC1=O,-0.9%,8.4
O=C1OCC(CO)(CO)N=C1NNc1ccc(Cl)c(Cl)c1,2.2%,.
CC1CC(C)CN(C(=S)Nc2ccc(OC(F)F)cc2)C1 (centres undefined),3.7%,3.3
Cc1ccc2c(c1)cc(CN(Cc1ccc3c(c1)OCO3)C(=O)c1ccccc1)c1nnnn12,-1.3%,0.2
CC1CCN(S(=O)(=O)c2csc(C(=O)Nc3ccccc3)c2)CC1,2.3%,40.1

A different layout for part of the listing above.
> CC1CC(C)CN(C(=S)Nc2ccc(OC(F)F)cc2)C1 (centres undefined)
  M. tuberculosis GlmU: 3.7%
  Mtb RmlCD inh: 3.3

> Cc1ccc2c(c1)cc(CN(Cc1ccc3c(c1)OCO3)C(=O)c1ccccc1)c1nnnn12
  M. tuberculosis GlmU: -1.3%
  Mtb RmlCD inh: 0.2

> CC1CCN(S(=O)(=O)c2csc(C(=O)Nc3ccccc3)c2)CC1
  M. tuberculosis GlmU: 2.3%
  Mtb RmlCD inh: 40.1

> Cc1cccc(NC(=O)Cn2cc(C(=O)c3ccco3)c3ccccc32)c1
  M. tuberculosis GlmU: -1.1%
  Mtb RmlCD inh: 32.2

Remaining list, next part.
compound,M. tuberculosis GlmU,Mtb RmlCD inh
CC(C)Cc1nc2oc3c(Cl)ncnc3c2c2c1CCCC2,-1.6%,13.6
Cc1nn(Cc2c(Cl)cccc2Cl)c(Cl)c1C(=O)O,6.4%,-15.9
COc1ccc(C(=O)N2CCN(S(=O)(=O)c3ccc(F)cc3)CC2)cc1OC,-1.1%,1.7
CCCn1c2ccccc2c2nnc(SCC(=O)OCC)nc21,-5.2%,-3.2
COC(=O)c1ccc(N2CCN(c3ccccc3)CC2)c(NC(=O)C2CC2)c1,3.8%,-6.8
COc1cccc(SCC(=O)N2CCN(c3ccccc3)CC2)c1,-0.9%,8.2
O=C(Cn1nc(Cc2cccnc2)c2ccccc2c1=O)N1CCN(C(=O)c2ccco2)CC1,1.2%,9.4
O=C(CSCC(=O)N1CCOCC1)Nc1nc(-c2ccc3c(c2)OCO3)cs1,6.3%,6.0
Cn1cccc1CC(=O)N/N=C/c1cccc2ccccc12,5.7%,5.0
Cc1ccc(C(=O)Nc2ccc(N3CCN(S(C)(=O)=O)CC3)cc2)cc1C,0.3%,-11.9
COc1ccccc1S(=O)(=O)Nc1cc(S(=O)(=O)N2CCCCC2)ccc1N1CCOCC1,-2.1%,-11.7
Cc1cc(NC(=O)c2ccco2)ncc1NC(=O)CCc1ccccc1,.,15.3
CCc1cccc(CC)c1NC(=S)NCC(c1cccnc1)N1CCOCC1 (centres undefined),-4.3%,3.5
O=C(COC(=O)C1CC(=O)N(c2ccc3c(c2)OCCO3)C1)NC1CCCc2ccccc21 (centres undefined),8.3%,.
CC(=O)c1ccc(NC(=O)C(C)OC(=O)COc2ccc(C#N)cc2)cc1 (centres undefined),-5.2%,-11.0
CN(C)c1nc(Nc2ccccc2)nc(N(C)C)n1,0.3%,.
O=C(O)CN1CCN(Cc2ccc(F)cc2Cl)C1=O,0.1%,-3.0
CCCCC(=O)NC(=S)Nc1cccc(NC(=O)c2ccco2)c1,-3.4%,4.5
CCOc1ccccc1NC(=O)NC(C)c1ccncc1 (centres undefined),1.9%,2.5
CN1CCN(c2ccc(Cl)cc2NC(=O)CCN2C(=O)c3ccccc3C2=O)CC1,-7.3%,-14.9
CCCC(=O)Nc1c(C(=O)OCC)[nH]c2ccccc12,0.0%,.
CC(=O)N1C(=O)N(C)C2C1N(C)C(=O)N2C(C)=O (centres undefined),-0.9%,.
CC(C)CCC1(CCc2ccncc2)C(=O)NC(=O)NC1=O,4.8%,.
Cc1nn(CCC(=O)NNC(=S)Nc2ccc([N+](=O)[O-])cc2)c(C)c1[N+](=O)[O-],-0.4%,5.0
O=C(Cc1ccc(Cl)cc1)NNC(=O)c1cnccn1,2.7%,0.7
NC(=O)c1cc(S(=O)(=O)Nc2cccc(F)c2)co1,6.1%,-5.1
O=C1OC(c2ccccc2)=NC12CC2c1ccc(Cl)cc1 (centres undefined),6.6%,-0.5
CCOC(=O)C1(Cc2ccc(OC)cc2)CCN(C(=O)CCn2cccn2)CC1,9.7%,-10.8
COc1cc2c(cc1OC)C(C)N(C(=O)c1cc3ccccc3o1)CC2 (centres undefined),5.8%,5.7
Cc1ccc2nc(NC(=O)CCn3c(=O)sc4ccccc43)sc2c1,-0.3%,2.5
Cc1[nH]c2ccccc2c1SCc1nnc(SCc2ccc(Cl)cc2)n1C,4.5%,9.1
CCOC(=O)NS(=O)(=O)c1ccc(CCNC(=O)c2cc(C)on2)cc1,-3.7%,1.2
CCOC(=O)N1CCC(NC(=O)c2cc(S(=O)(=O)N3CCCCC3)ccc2F)CC1,-3.5%,3.2
COc1ccc(/C=C/C(=O)NCC(=O)N2CCC(N(C)CCN3CCOCC3)CC2)cc1OC,-1.9%,2.8
CN(C)/C=N/c1ncc(C(=O)c2ccccc2)s1,3.6%,2.0
Cc1ccccc1C(=O)NNC(=S)Nc1cccc(C(F)(F)F)c1,5.3%,1.8
Nc1ccc(C(=O)Oc2ccc([N+](=O)[O-])cc2)c(O)c1,-2.8%,3.2
CCn1c(/C=C\c2ccccc2C)nc2ccccc2c1=O,-5.3%,8.4
O=C(CSc1nnc(CSc2nc3ccccc3s2)o1)NC1CCCCC1,3.1%,11.2
CCN(CC)CCNC(=O)Cn1cnc2sc(C)c(S(=O)(=O)N3CCOCC3)c2c1=O,2.1%,.
CNNCc1ccc(C(=O)NC(C)C)cc1,-4.5%,.
O=C(CCC1CCCC1)N1CCC(N2CCCCCC2)CC1,-4.5%,-16.2
O=C(NCc1ccco1)c1ccc2nc3sc4c(c3c(=O)n2c1)CCCC4,-1.2%,-1.8
Cc1cccc(NC(=O)NNC(=O)c2c(Cl)c(C)nn2C)c1,-2.4%,16.9
COc1ccc(NC(=O)CSc2c3c(nc4cc(Cl)ccc24)CCCC3)cc1OC,-3.8%,-2.3
O=C(NCCN1CCc2ccccc2C1)Nc1ccc([N+](=O)[O-])cc1,1.6%,6.5
COC(=O)N1C/C=C\C(c2ccc(OC)cc2)N(Cc2ccc(F)cc2)C(=O)C1 (centres undefined),7.0%,.
COC(=O)c1ccc[n+](CCc2c[nH]c3ccccc23)c1,-1.6%,.
CCc1ccc(C(=O)NNc2cc(Cl)cc(Cl)c2)cc1,-7.8%,7.0
O=C(C1CCN(Cc2ccc(Cl)cc2)CC1)N1CCN(C(c2ccccc2)c2ccccc2)CC1,-0.2%,-8.6
CNc1ccccc1-n1ccc(-c2ccccc2)n1,-4.3%,11.5
Cc1cccc(C)c1OCc1nc2ccccc2c(=O)n1/N=C/c1c[nH]c2ccccc12,5.1%,4.4
COc1cccc(CN2CCNC(=O)C2CC(=O)NCCn2ccc3ccccc32)c1OC (centres undefined),1.8%,0.8
Nc1nc(SCC(=O)Nc2ccc([N+](=O)[O-])cc2)n[nH]1,0.6%,-9.8
NC(=O)COc1ccccc1,-2.2%,10.0
O=C(OC(C(=O)Nc1cc(Cl)cc(Cl)c1)c1ccccc1)C1=COCCO1 (centres undefined),4.9%,.

Next section:
compound,M. tuberculosis GlmU,Mtb RmlCD inh
O=C(NCCN1CCOCC1)c1ccc2c(c1)N(Cc1ccc(F)cc1)C(=O)CS2,-3.3%,9.8
COC(=O)CCC(=O)OC1(C)C(=O)C2=CN(CCN3CCOCC3)C(c3ccc(OC)cc3)=CC2=C(Br)C1=O (centres undefined),-2.2%,.
OC1(CN2CCOCC2)C2CC3CC(C2)CC1C3 (centres undefined),-3.7%,-8.9
CN(C)c1nc(OCCNC(=O)COc2ccc(Cl)cc2Cl)nc(N2CCOCC2)n1,-0.4%,14.1
COc1cc(C2=NOC(C(=O)NC3CCCCC3)C2)cc(OC)c1OC (centres undefined),-3.8%,0.7
Cc1cc(C(=O)OCC(=O)NCc2ccco2)c(C)n1-c1ccc(F)cc1,3.5%,.
COCCC(=O)Nc1ccc2c(c1)CN(C(=O)CCSC)CC2,-1.7%,-8.8
CCOC(=O)C1C(=O)C=C(Nc2ccccc2F)CC1c1ccccc1 (centres undefined),-1.3%,-9.2
CCN(C(=O)COC(=O)CNC(=O)c1ccc(F)cc1)C1CCS(=O)(=O)C1 (centres undefined),0.8%,.
COc1ccc(C2C(C#N)=C(N)Oc3c2oc(CO)cc3=O)cc1 (centres undefined),1.2%,3.9
O=C1C=C(c2ccc3[nH]ccc3c2)CCC1,3.6%,.
COc1ccc(NCc2nnc(SCC(=O)Nc3ccc(OC)cc3OC)o2)cc1,2.2%,-49.5
O=C(Nc1ccccc1C(=O)NC(Cc1ccc(O)cc1)C(=O)O)c1ccccc1 (centres undefined),-0.8%,-0.5
CCCOc1ccc(N2C(=O)CC(N3CCCC(C(=O)N4CCCC4)C3)C2=O)cc1 (centres undefined),-2.9%,-4.9
O=C(NCCO)c1cccc2c1-c1ccccc1C2=O,7.0%,-0.5
Cc1n(-c2ccccc2)c2ccc(Cl)cc2[n+]1CCO,0.0%,-0.7
Cc1noc(C)c1CSc1nc2ccccc2nc1NS(=O)(=O)c1ccc(Cl)cc1,0.6%,-7.9
CCOC(=O)c1c(-c2ccc(-c3ccccc3)cc2)csc1NC(=O)c1cccc(N2C(=O)CCC2=O)c1,4.4%,16.6
NC(=O)N1CCCC1C(=O)Nc1ccc(Cl)c(Cl)c1 (centres undefined),1.6%,13.8
c1ccc2c(NCC3CCCO3)nc(-c3ccncc3)nc2c1 (centres undefined),-3.2%,-15.7
CCO[C@@H]1OC(C(=O)N2CCN(Cc3ccc4c(c3)OCO4)CC2)=C[C@H](c2cn(C(C)=O)c3ccccc23)[C@H]1CCCO,2.0%,.
CC(=O)OC1N=C(c2ccccc2)c2cc(Br)ccc2NC1=O (centres undefined),3.8%,.
O=C(CSc1nnc(-c2ccccc2O)o1)N1CCc2ccccc2C1,1.6%,42.8
Nc1n[nH]c(N)c1N=Nc1ccccc1,-4.6%,.
CC1(C)CC2CC(C)(CN2C(=O)C23CCC(C)(C(=O)O2)C3(C)C)C1 (centres undefined),1.6%,46.6
COCCN(Cc1cc2ccc(C)cc2n2nnnc12)Cc1nnnn1C(C)(C)C,1.2%,.
COC(=O)CSc1ncnc2c1sc1nc3c(cc12)COC(C)(C)C3,-4.3%,.
Cc1ccccc1C(=O)Nc1cccc(-c2cn3ccccc3n2)c1,-6.6%,9.4
CCn1c(SCc2nc3scc(-c4ccccc4)c3c(=O)[nH]2)nnc1-c1ccc(Cl)cc1,-1.5%,1.2
Cc1cc(C)n2c(SCC(=O)NCc3ccc4c(c3)OCO4)nnc2n1,5.1%,-5.8
COc1cccc(/C=N/NC(=O)c2c(C)nc3ccc(Br)cn23)c1O,2.9%,-9.8
COc1ccccc1[C@@H]1C(c2cccc(Cl)c2)=NN(c2ccccc2)[C@H]1C(=O)N1CCOC1=O,3.0%,.
O=C1CC(c2ccc(F)cc2)CC2=C1C=Nc1ccccc1N2 (centres undefined),-2.4%,-1.5
Cn1c(CNC(=O)c2ccccc2F)nnc1SCC(=O)N1CCN(c2ccccc2)CC1,1.1%,-12.8
C=CCn1c(-c2csc(-c3ccc(Cl)cc3)n2)n[nH]c1=S,1.4%,.
Cc1cc(C)cc(NC(=O)c2ccc(CSc3nnc(C)s3)cc2)c1,0.3%,.
NC(=O)N=Nc1c(O)[nH]c2ccc([N+](=O)[O-])cc12,9.0%,7.9
NS(=O)(=O)c1cnccc1Nc1ccc(Cl)cc1,-2.5%,-13.0
O=C(O)Cc1c[nH]c2ccc(O)cc12,6.5%,.
COc1cc(OC)cc(-c2n[nH]c(=S)n2-c2cc(OC)ccc2OC)c1,-2.0%,.
COc1ccc(/C=N/NC(=O)c2cccnc2)cc1COc1ccc([N+](=O)[O-])cc1,-1.6%,3.8
CC(C)(CS(=O)(=O)[O-])NC(=O)CC[N+](C)(C)CCO,10.2%,.
N#CCCN(CCC#N)C(=O)c1ccc2c(c1)OCO2,2.5%,7.9
O=C(Cc1cccc(C(F)(F)F)c1)NCc1ccc(Cl)cc1Cl,-0.4%,6.8
CN(C)c1ccc(P(=S)(N(C)C)N(C)C)cc1,-1.5%,-9.4
O=C1c2ccccc2C(=O)N1CSc1nnc2c3ccccc3n(CCc3ccccc3)c2n1,3.7%,6.4
CCCCNC(=O)CC1N=C2c3ccccc3N=C(SCC(=O)Nc3cccc(OC)c3)N2C1=O (centres undefined),-6.2%,.
CCC(CC)C(=O)OCC(=O)NC12CC3CC(CC(C3)C1)C2,-0.3%,5.3
COc1ccccc1CNC(=S)NC1CCCCC1,8.6%,-7.0
COc1ccc2cc(/C(C)=N/NC(=O)c3cc(-c4cccnc4)nc4ccccc34)ccc2c1,4.3%,-6.7
